DYRK1A inh = rat Dyrk1A kinase inhibitors, primary screen, biochemical, single point, plate reader. ADP-Glo luminescence, NFATc1 peptide. AID 504441, 2011. actives 0.43% (n = 310,000). Dual specificity tyrosine-phosphorylation-regulated kinase 1A (Rattus norvegicus), Q63470. inhibition, % at 12.5 µM; in the data active = inhibition above about 50%;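 also: plate controls were vehicle with enzyme for no effect and no enzyme for full effect; many of its hits are not listed in these tables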
KLF5 inhibitor = KLF5 expression inhibitors, primary screen, DLD-1 cells, luminescence; inhibition, % at 5 µM; actives 0.23% (n = 290,000); DLD-1 KLF5 promoter-luciferase reporter; AID 1700, 2009;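 active = inhibition above a per-plate limit of that plate's mean compound inhibition plus 3 SD, cut at about 60% in these data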;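 also: 0% = DMSO wells and 100% = LY294002 at 200 µM; higher means less KLF5 promoter-driven luciferase light; inactives centre near -14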
GSK3B inh = human GSK3beta kinase inhibitors, primary screen, biochemical, cell-free homogeneous, HTS | Glycogen synthase kinase-3 beta (Homo sapiens), P49841 | GST-GSK3beta kinase, ADP-Glo luminescence, 60 min; active compounds read low | activity score (negative = inhibition), % at 10 µM | actives 0.038% (n = 300,000) | AID 2097, 2009;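 active = more than half of replicate wells score below -50%, meaning over 50% inhibition versus plate controls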;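 also: 0% = median DMSO wells and -100% = median GW8510 positive control wells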
Target sequence (P49841 whole entry, looked up): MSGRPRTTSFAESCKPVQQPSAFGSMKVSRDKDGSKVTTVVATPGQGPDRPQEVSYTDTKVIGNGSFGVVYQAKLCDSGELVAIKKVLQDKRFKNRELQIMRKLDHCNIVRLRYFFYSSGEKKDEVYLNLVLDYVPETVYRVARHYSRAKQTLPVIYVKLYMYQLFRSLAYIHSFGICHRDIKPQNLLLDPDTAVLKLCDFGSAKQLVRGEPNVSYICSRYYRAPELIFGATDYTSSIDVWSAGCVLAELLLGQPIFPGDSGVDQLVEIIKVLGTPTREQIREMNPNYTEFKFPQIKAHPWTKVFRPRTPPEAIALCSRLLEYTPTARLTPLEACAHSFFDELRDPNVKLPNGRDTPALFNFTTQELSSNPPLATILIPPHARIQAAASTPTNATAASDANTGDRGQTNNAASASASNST
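test system = GST-tagged human GSK3beta kinase, cell-free | reagent = 25 µM ATP with peptide substrate | dosing = one dose of 10 µM per compound | schedule = 60 min reaction, RT | detection = luminescent ADP-Glo measurement of ADP formed | control set = DMSO neutral wells and GW8510 at 20 µM as positive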
IEC-6 cytotox = cytotoxicity in IEC-6 intestinal epithelial cells, primary screen, cytotoxicity control for KLF5 inhibitor project, cell-based, luminescence | IEC-6 cytotoxicity, luminescence viability | actives 0.78% (n = 290,000) | inhibition, % at 5 µM; in the data active = inhibition above about 22%;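 also: 0% = plate median of test compound wells and 100% = cytotoxic reference compound wells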
GSK3 alpha inh = blockers of GSK3A enzyme activity – biochemical, luminescence, cell-free homogeneous, HTS, primary screen; Glycogen synthase kinase-3 alpha (Homo sapiens), P49840; GSK-3 alpha kinase, ADP-Glo luminescence, 60 min; inhibition, % at 10 µM; actives 0.1% (n = 320,000); AID 2650, 2010;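 in the data active = inhibition above about 50%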;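 also: GST-tagged GSK-3 alpha with peptide substrate and 25 µM ATP; 0% = DMSO neutral wells and 100% = GW8510 positive control wells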
Target sequence (P49840 whole entry, looked up): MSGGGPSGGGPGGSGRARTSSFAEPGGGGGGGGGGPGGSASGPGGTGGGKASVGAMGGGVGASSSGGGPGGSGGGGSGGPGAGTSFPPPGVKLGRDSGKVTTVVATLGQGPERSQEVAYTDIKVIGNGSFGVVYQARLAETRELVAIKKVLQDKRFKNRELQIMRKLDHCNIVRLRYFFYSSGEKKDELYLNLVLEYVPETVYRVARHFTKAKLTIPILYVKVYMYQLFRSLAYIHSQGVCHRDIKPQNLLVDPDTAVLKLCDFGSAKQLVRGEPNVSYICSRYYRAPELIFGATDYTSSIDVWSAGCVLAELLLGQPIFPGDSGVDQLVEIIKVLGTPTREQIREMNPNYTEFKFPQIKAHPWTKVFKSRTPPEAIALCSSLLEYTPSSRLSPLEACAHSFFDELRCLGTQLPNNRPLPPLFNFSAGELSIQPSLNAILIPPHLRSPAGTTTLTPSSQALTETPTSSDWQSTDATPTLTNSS
Platelet DG rel = inhibitors of platelet dense granule secretion, primary screen, cell-based, MLPCN, human platelets; human platelet-rich plasma, SFLLRN dense granule ATP release, luminescence; inhibition, %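 (compounds screened at 7.5 µM in platelet-rich plasma)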; actives 0.22% (n = 300,000); AID 1663, 2009;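 active = mean replicate score, as percent of positive control, at or above 50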
HSP90 inh = HSP90 inhibitors, primary screen, cell lysate, luminescence. Rabbit reticulocyte lysate, luciferase refolding luminescence, 3 h. inhibition, % at 5.6 µM. actives 0.91% (n = 290,000). AID 1789, 2009;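 active = inhibition above the screen-wide mean plus 3 SD, computed separately per campaign, cut at about 16% in these data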;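 also: 0% = DMSO wells and 100% = 60 µM geldanamycin wells; inhibitors lower the luminescence because luciferase stays unfolded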
aSyn UTR inh = MLPCN primary screen, SNCA 5' untranslated region | inhibition, % (tested at 7.5 µM) | alpha-synuclein 5'UTR reporter, inhibitor activity | actives 0.82% (n = 300,000) | AID 1813, 2009; in the data active = inhibition above about 60%;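 also: H4 neuroglioblastoma cells stably carrying SNCA 5'UTR luciferase fusion; 0% = DMSO wells and 100% = positive control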
HSF-1 act = HSF-1 activators, primary screen, NIH3T3-HGL cells, MG132 stress, luminescence, single point; AID 504408, 2011; NIH3T3-HGL HSF-1 luciferase reporter, 8 h; 100% = twice DMSO control signal; actives 1.7% (n = 300,000); activation, % at 9 µM;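 active = mean replicate activation of at least 50% with a set share of replicates each reaching 50%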;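 also: 0% = median of the neutral control wells and 100% = twice that signal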
HSF1 inhib = HSF1 inhibitors in luciferase reporter cells, primary screen, cell-based, NIH3T3, luminescence; NIH3T3-HGL HSE-luciferase, MG132-induced, luminescence 8 h; active compounds read low; activity change, negative = inhibition, % at 7.5 µM (by protocol); actives 0.77% (n = 300,000); AID 2098, 2009;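 active = more than half of replicate wells show activity change below -50%, luminescence cut by over half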;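 also: luciferase reports HSF-1 transcriptional activity via heat shock element; 0% = median of DMSO wells and -100% = zero luminescence signal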
Starred values were filed as active, the others as inactive; · = no result given.

SMILES	DYRK1A inh	KLF5 inhibitor	GSK3B inh	IEC-6 cytotox	GSK3 alpha inh	Platelet DG rel	HSP90 inh	aSyn UTR inh	HSF-1 act	HSF1 inhib
CCOC(=O)CC12CN3CN(C1)CC(CC(=O)OCC)(C3)C2=O	-5	6	4	7	-3	2	0	5	-11	-2
CCN(CC)c1ccc(/C=N/Nc2nc3ccccc3[nH]2)c(O)c1	5	-5	0	2	-1	2	40*	84*	169*	132
COc1ccccc1/C=C/c1onc(C)c1S(=O)(=O)N1CCC(C(=O)NC2CCCCCC2)CC1	-7	-30	-3	8	-1	20	3	-6	2	2
O=C(OCC(=O)N1CCN(c2ccccc2)CC1)c1ccc2ncsc2c1	4	-12	·	2	-1	·	-2	·	·	·
COCc1nc(-c2cc(Br)ccc2OC)no1	3	5	1	2	-1	8	5	-5	-4	0
CCOc1cc(C2C3=C(CC(C)(C)CC3=O)N(C)C3=C2C(=O)CC(C)(C)C3)ccc1O	-3	-13	-1	0	4	11	1	5	14	-1
O=C(OCc1ccccc1F)c1cc([N+](=O)[O-])ccc1N1CCOCC1	·	·	3	·	·	-11	·	17	4	6
CCC1CCC2(CC1)NNC(=S)NN2	-55	2	3	-2	0	-4	-1	1	-9	-12
O=C(Nn1cnnc1)c1cc(-c2cccc(Br)c2)nc2ccccc12	-6	-5	-2	8	1	10	-3	6	-1	0
CCOC(=O)c1cnn(-c2ccccc2)c1NC(=O)c1ccccc1C	·	-24	1	0	0	1	-3	-1	2	-2
COc1ccc(NC(=O)CC#N)cc1OC	8	-20	1	0	1	-1	-2	2	23	-3
NC(=O)c1cccc(NC(=O)Nc2ccc(Cl)cc2)c1	-2	-87	·	1	3	7	-4	-52	25	8

The closing 3 entries of the part before are carried over, then new ones follow.
SMILES	DYRK1A inh	KLF5 inhibitor	GSK3B inh	IEC-6 cytotox	GSK3 alpha inh	Platelet DG rel	HSP90 inh	aSyn UTR inh	HSF-1 act	HSF1 inhib
CCOC(=O)c1cnn(-c2ccccc2)c1NC(=O)c1ccccc1C	·	-24	1	0	0	1	-3	-1	2	-2
COc1ccc(NC(=O)CC#N)cc1OC	8	-20	1	0	1	-1	-2	2	23	-3
NC(=O)c1cccc(NC(=O)Nc2ccc(Cl)cc2)c1	-2	-87	·	1	3	7	-4	-52	25	8
C/C(=N\NC(=O)c1ccc(Cl)cc1)c1cccc(NC(=O)c2cccnc2)c1	6	-22	1	-3	·	-6	-1	-58	-2	-6
CS(=O)(=O)c1nc(-c2cccs2)cc(C(F)(F)F)n1	·	-44	-2	11	10	26	5	-90	-90	-90*
Cc1cc(C)n(-c2nc(NCC3CCCO3)c3c4c(sc3n2)COC(C)(C)C4)n1 (stereo unspecified)	·	3	0	2	2	3	7	-37	-19	-3
CC(=O)c1ccc(NC(=O)CN2CCOCC2)cc1	-2	-51	1	-4	-3	0	-2	-17	3	-1
COCc1cc(=O)oc2cc(NC(=O)c3ccc(C(C)(C)C)cc3)ccc12	-1	-30	0	1	1	-16	4	-110	57*	10
CCOC(=O)c1c(C)c(C(=O)N2CCN(c3cccc(Cl)c3)CC2)c(C)n1C	3	-12	2	2	-2	-2	0	19	14	2
Cc1cc(NC(=O)C(C)Oc2ccc(Cl)cc2Cl)no1 (stereo unspecified)	9	-10	·	-5	-1	3	-4	-31	23	7
N#Cc1c(N)sc(=S)c2c1CCCCC2	·	-28	-5	-8	13	-8	0	-2	7	3
Cn1cccc1Cc1nnc(SCC(=O)Nc2ccc3c(c2)OCO3)n1CCc1ccccc1	1	-4	1	0	-4	3	-5	-14	13	-3
CC1(C(=O)N2CCC(CC3CC(c4ccc(Cl)cc4)=NO3)(C(=O)NCC3CCCCC3)CC2)CC1 (stereo unspecified)	-26	-30	3	-6	1	5	-4	-1	-4	-1
C(=N\Nc1ccccn1)/c1ccc2c(c1)OCCO2	47	-149	-2	-1	1	9	4	-38	61*	27
O=C(CSc1nnc(NC(=O)C2CC(=O)N(c3ccc(F)cc3)C2)s1)NCC1CCCO1 (stereo unspecified)	1	-11	-3	-6	-3	-10	-6	5	0	-3
O=C1CS(=O)(=O)c2ccccc2N1	0	1	-3	-2	1	-5	0	9	-2	-3
CCOc1ccc(N(C(=O)c2ccc(S(=O)(=O)N3CCCC3)cc2)C2C=CS(=O)(=O)C2)cc1 (stereo unspecified)	-3	-27	0	-1	0	11	-1	3	6	-2
Cc1ccc(NC(=O)c2cc(N3C(=O)C=CC3=O)ccc2Cl)cc1C	-5	-47	4	-4	-1	15	-2	-17	60*	44
O=C(Cc1ccc(Cl)cc1)N1CCc2ccccc2C1	3	·	3	·	-2	1	·	-160	59*	45
CCOC(=O)c1c(C)[nH]c(C(=O)OCC(=O)N2CCCC2=O)c1C	1	·	0	·	-1	-1	·	-2	16	16
Cc1nn2c3ccccc3n(CC(=O)c3cccs3)c2nc1=O	0	-12	1	6	0	-9	-2	6	-8	-7
CC(=O)c1ccc(NC(=O)C2CCCN(S(=O)(=O)c3cccc4nonc34)C2)cc1 (stereo unspecified)	-5	4	·	6	-2	15	-3	-10	0	0
Cc1nn(C(C)C(=O)Nc2ccc(Cl)cn2)c(C)c1[N+](=O)[O-] (stereo unspecified)	2	-3	-2	-2	8	-4	0	24	·	·
COc1cccc(CN(C)CC(=O)Nc2ccccc2C(=O)Nc2ccccc2)c1	-2	-13	0	-6	-5	15	0	2	8	-3
C=CCC1C=C(C)CC(CC=C)N1 (stereo unspecified)	-1	-11	-1	-3	-1	4	1	4	0	-2
Cc1ccccc1-c1nc(Cc2ccccc2)no1	-5	3	0	2	-2	-4	-1	-129	28	16
S=C1c2ccccc2CN1c1ccccc1	-1	-54	-4	11	0	-8	-3	-64	21	1
Cn1c(C(=O)NCCN2CCOCC2)cc2c(=O)n(C)c3ccccc3c21	32	-45	0	6	0	0	1	3	6	-2
CCCCCCCCn1c(=O)c(C(=O)OCC)c(O)c2ccccc21	-1	-32	5	-1	-4	0	-3	12	1	-6
COc1ccc(OC)c(NC(=O)Cn2c(CCC(=O)O)ccc2-c2ccccc2)c1	-3	-15	3	-6	-3	-15	-2	-52	21	8
Cc1cccc(NC(=O)CSc2nnc(NC(=O)c3ccco3)s2)c1	10	-27	1	-3	-1	3	-4	-26	·	·
CCn1c(NCc2c[nH]c3ccccc23)nc2ccccc21	-3	-34	-22	2	1	-1	3	-19	24	3
COc1ccc(OCc2cc(C(=O)N3CCCN(C(C)=O)CC3)no2)c(Cl)c1	-2	-37	2	1	2	-3	-6	-75	18	26
CN(NC(=O)c1ccc(Cl)cc1Cl)C1=NS(=O)(=O)c2ccccc21	-4	-8	1	4	-2	3	1	9	18	0
O=C(NCC1([N+](=O)[O-])CN(C(=O)c2ccccc2)CN(C(=O)c2ccccc2)C1)c1ccccc1	1	-7	·	-1	·	4	2	14	5	-3
CCC/C(=N/NC(=O)c1ccccc1Cl)c1ccccc1	11	-6	10	-1	-1	-10	-1	0	4	3
CCOC(=O)C1(C)Oc2cccnc2NC1=O (stereo unspecified)	-3	1	0	-4	3	20	-3	2	-3	-9
COc1ccc(C(=O)CC(=O)c2ccccc2)cc1	·	·	3	·	-3	2	·	-125	48	23
CCOC(=O)CC1C(=O)NCCN1C(=O)c1cc2c(=O)n3cccc(C)c3nc2s1 (stereo unspecified)	-3	-33	-3	4	0	-5	-1	-28	9	2
CC1=NN(c2ccccc2)C(=O)/C1=C\c1cc(C)n(-c2cccnc2)c1C	-1	-4	7	-2	-1	-7	2	-12	-22	-14
CC(=O)c1c(C)[nH]c(C(=O)OCC(=O)N2CCc3ccccc32)c1C	-8	0	-2	5	2	-1	1	-131	21	13
Cc1nn(C)c(Cl)c1CN1CCCC(CO)(Cc2ccccc2)C1 (stereo unspecified)	3	-9	1	4	-2	0	-1	-14	9	2
Cc1ccsc1/C=N/NC(=O)c1ccco1	-2	-26	9	3	-3	4	-6	-81	50	14
COc1cc(Cl)ccc1OCc1cc(C(=O)N[C@H]2CCCCNC2=O)no1	1	-102	·	2	-1	8	-4	5	-4	0
CCOC(=O)N1CCC(NC(=O)c2ccc(CNS(=O)(=O)c3ccc(F)cc3)cc2)CC1	3	8	-1	-1	·	-6	-3	13	-31	-12
CCOC(=O)Nc1ccc(S(=O)(=O)N(C)C(C)C)cc1	3	0	-1	-1	-1	-4	1	-4	-12	-2
COc1cccc(C2CC(c3ccc(NS(C)(=O)=O)cc3)=NN2C(=O)c2ccccc2)c1OC (stereo unspecified)	0	1	0	4	-2	1	3	13	21	6
O=C(COC(=O)CCS(=O)(=O)c1ccccc1)Nc1cc(S(=O)(=O)N2CCCCC2)ccc1Cl	5	·	-3	·	1	2	·	-1	-16	-1
C/C(=N\NC(=O)c1c(Cl)cnn1C)c1cccc(NC(=O)C(C)C)c1	3	7	1	0	-1	-5	-3	-9	10	-9
Nc1nonc1-n1nnc(C(=O)N/N=C/c2ccco2)c1CSc1ccccc1	2	-22	1	0	2	0	-4	7	8	4
O=C(COc1cccc2ccccc12)N/N=C/c1ccc(Sc2nc3ccccc3s2)o1	-1	-19	-2	1	-1	0	4	-21	7	21
O=C(CCCOc1ccccc1)Nc1cccnc1	-5	-6	3	10	-1	3	0	-5	1	4
COC(=O)CNC(=O)C1CCCN1C(=O)OC(C)(C)C (stereo unspecified)	-4	-3	2	-1	-3	0	-1	27	1	-1
NS(=O)(=O)c1ccc(NC(=O)CCCC(=O)O)cc1	-5	4	-1	4	2	-8	0	-1	-10	-3
CCCN1C=CC(=CC=C(C#N)C#N)C=C1	-1	-6	1	0	1	-6	6	-14	1	-4
CCOc1cc(C2C(C(=O)N3CCCCC3)=C(C)NC3=C2C(=O)CC(C)(C)C3)ccc1O (stereo unspecified)	0	12	1	-1	-2	0	0	6	0	-1
COc1cc(NC(=O)CN2CCN(c3ccccc3F)CC2)cc(OC)c1	2	11	·	3	-1	·	2	·	·	·
CC(C)OC(=O)CCc1nc2ccccc2[nH]c1=O	6	-11	1	3	-2	-3	4	-4	-6	0
CCOC(=O)N1CCN(C(=O)c2cc3c(s2)-c2ccccc2OC3)CC1	11	-1	-1	-2	-5	2	3	-5	15	6
CC(=O)NS(=O)(=O)c1ccc2c(c1)C(=O)c1cc(S(=O)(=O)NC(C)=O)ccc1-2	4	-40	2	-10	-1	-14	0	12	-6	-4
CC(=O)c1cccc(NC(=S)N2CCC(Cc3ccccc3)CC2)c1	-6	-18	1	7	-4	1	8	5	7	-2

High-throughput results as filed in PubChem.

The list is partial. The share of hits here may be higher or lower than overall.
